From PubChem BioAssay
Pf Dd2 inh: qHTS Primary assay for Inhibitors of Plasmodium falciparum Dd2 growth in vitro. P. falciparum Dd2 growth, SYBR Green, 72 h. Potency, µM (top dose mostly 28.9 µM), inactives show at the top dose activity, negative = inhibition, usual class: inhibitors. 120,000 compounds, 4.3% hits; active = well fitted inhibition curve with a large enough effect; inconclusive = small, poorly fitted or top-dose-only effect; inactive = no such curve, though single readings can be large or run the other way;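 also: plate controls were DMSO vehicle for no effect and reference drug for full effect; nearly all actives have a fitted effect of over 65% in size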
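Infected erythrocytes (Dd2, 0.3% parasitemia, 2.5% hematocrit final) are added to compound in RPMI-1640/Albumax II medium, grown 72 h at 37C in low oxygen, then lysed with saponin/Triton-X containing SYBR Green and read by fluorescence.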
* marks the source's active call; other numbers are inactive results; i = inactive; ? = inconclusive; [ ] = dose if it differs, or a comment. Potency is read from the fitted curve at half-maximal effect.

SMILES | Pf Dd2 inh
COc1ccc(-c2nnc(C[C@@H]3C[C@@H](C(C)C)[C@H](CN(C)CCc4ccccn4)C=C3C)o2)cc1 | 11.2µM*
O=C(NCCN1CCOCC1)C1CN(S(=O)(=O)c2ccccc2)CC12CCCCC2 (stereo not given) | 3.98µM*
CCN1CCC2(Cc3ccccc3CN(C(=O)Cc3ccc(OC)cc3)C2)C1 (stereo not given) | 8.91µM*
Cc1cccc(-c2nnn3c2nc(NCCc2ccc(S(N)(=O)=O)cc2)c2ccccc23)c1 | -3.3%
CCOc1ccccc1-n1nnc(-c2nsc(NC(=O)c3ccc(C)cc3)n2)c1C | ?
COc1ccc(NS(=O)(=O)c2ccc3c(c2)[C@H]2C=CC[C@H]2[C@@H](c2ccc(C(=O)O)cc2)N3)cc1 | ?
CCN(CCOc1ccc(F)cc1)C(=O)c1cnc(NC(C)C)nc1 | -8.1%
CCN(C(=O)CC1COc2ccc(C(=O)N(C)C)cc2N1C)C1CC1 (stereo not given) | ?
CCc1nc(NC(=O)Cn2nc3c(cc2=O)CCCC3)sc1C | -22.5%
Cc1cc(C)c(CNC(=O)c2cc(-c3cnn(C)c3)cc3c2OCCN3C)c(=O)[nH]1 | i
CCOC(=O)c1c(C)n(-c2ccccc2)c2ccc(OC(=O)c3c(F)cccc3F)cc12 | -15.8%
CC(C)Oc1ccc(C(=O)N2CCN(c3nc4c(F)cc(F)cc4s3)CC2)cc1 | 55.3%[activator]
COc1cccc(C(=O)N2CCC(N3C[C@H](O)C[C@H]3C(=O)NCc3ccccc3F)CC2)c1 | ?
CN(C)c1cccc(C(=O)Nc2ccc3c(N4CCOCC4)ncnc3c2)c1 | -22.2%
O=C1Nc2ccccc2Oc2cc(Oc3ccccc3)ccc21 | -13.0%
O=C(NCCc1csc(-c2ccc(F)cc2)n1)c1cccc(F)c1 | i
COc1ccc(-c2cc(N3CCCN(C(=O)c4ccccc4)CC3)n[nH]2)cc1 | -0.9%
CCCCNC(=O)c1ccc2c(c1)NC(=O)C(CS(=O)(=O)Cc1ccc(C)cc1)N2 (stereo not given) | -11.0%
Cc1ccc(C)c(Cn2cnc3ccccc3c2=O)c1 | ?
Cc1ccccc1NC(=O)Cn1c(=O)n(Cc2ccc3c(c2)OCO3)c(=O)c2ccccc21 | ?
CCC1(C(=O)NC2CCCCC2)CCCCC(=O)N1 (stereo not given) | 5.7%
COc1cccc(N2CCN(C(=O)CN3CCSc4ccc(S(=O)(=O)N(C)C)cc43)CC2)c1 | 11.2µM*
CC(C)N1C[C@@H]2C[C@H]1C(=O)N(Cc1ccccc1)c1ccccc1O2 | ?
CCc1ccc(C(=O)c2cn(CC(=O)Nc3ccc(OC)c(OC)c3)c3ccc(C)cc3c2=O)cc1 | ?
Cc1ccccc1NC(=O)c1ccc(NC(=O)N2CCSc3ncccc32)cc1 | 17.7%

Structures from the list above containing an NH in an aromatic ring:
SMILES | Pf Dd2 inh
Cc1cc(C)c(CNC(=O)c2cc(-c3cnn(C)c3)cc3c2OCCN3C)c(=O)[nH]1 | i
COc1ccc(-c2cc(N3CCCN(C(=O)c4ccccc4)CC3)n[nH]2)cc1 | -0.9%

Carrying on:
SMILES | Pf Dd2 inh
CC(=O)c1ccc(Nc2ccc3cc(S(=O)(=O)N4CCCC4)ccc3n2)cc1 | i
COCCNC(=O)CN1CN(c2ccccc2)C2(CCN(C(=O)NC3CCCCC3)CC2)C1=O | i
COc1cccc(CNC(=O)c2cc3cccc4c3n2CC(C)S4)c1OC (stereo not given) | i
O=C(NC1CCCC1)N1CC(Oc2ccc(-c3nc(-c4ccccc4)no3)cc2)C1 | 74.2%[activator][5.79 µM]
CN(C)c1cccc(-c2ncc3c(n2)OCCN(c2ccccc2)C3=O)c1 | -15.2%[44.1 µM]
COCCO[C@H]1C(=O)N(C2CCN(C(=O)CCn3cccn3)CC2)[C@H]1c1ccncc1 | 26.5%
Cc1ccc(CN2CC[C@H]3CC[C@@H](C2)N3)s1 | ?
CC(C)c1nc2c(c(-c3ccc(O)cc3)n1)CCN(Cc1ccc(F)cc1)CC2 | ?
COCCCNc1cc(-c2cccc(C(F)(F)F)c2)nc2c(C)noc12 | i
O=C(Nc1ccccn1)C1c2ccccc2C(=O)N(Cc2ccccc2)C12CCCC2 (stereo not given) | ?
Cc1ccccc1CNC[C@H]1O[C@@H]2C[C@@H](CC(=O)N3CCC(F)(F)C3)O[C@@H]2[C@@H]1O | 9.2%[44.1 µM]
COc1ccc(OC)c(-c2cc(-c3cccs3)nc3c(C)noc23)c1 | i
CCCN1C(=O)c2[nH]nc(-c3ccc(OC)cc3)c2C1c1ccccn1 (stereo not given) | -18.6%
CN1C(=O)C(CC(=O)NC2CC2)=C2CCCCC21 (stereo not given) | -11.9%
CN(C)C[C@@H]1CN(c2ncccn2)C[C@H]1NC(=O)c1cnco1 | 12.7%
CNC(=O)CCC1CCN(C(=O)c2ccccc2F)CC1 | -5.2%
COc1cccc(CN2CC[C@H]3COC(=O)N3c3ccc(OC)cc3C2)c1 | 11.5%[44.1 µM]
Cc1ccc2c(c1)C(c1ccccc1)N(C(=O)c1ccc(S(=O)(=O)N3CCCCC3)cc1)CC(=O)N2 (stereo not given) | -22.0%
COc1ccc(-c2nnc3n2CCN([S+](=O)([O-])c2ccc(C(F)(F)F)cc2)C3)cc1 | -13.7%
Cc1cccc(Cl)c1NC(=O)CN1C(=O)NC(c2ccc(Cl)cc2)C2=C1COC2=O (stereo not given) | -16.1%
COc1ccc2nc(C[C@@H]3C[C@@H](C(C)C)[C@H](CNCc4ccccc4)C=C3C)[nH]c2c1 | -15.1%[44.1 µM]
Cc1nn(CC(=O)NCc2ccc(Cl)cc2)c(=O)c2cc3sccc3n12 | 10.4%
CC[C@H]1CN2CC[C@H]1C[C@@H]2CNCc1cc2ccccc2o1 | ?
CN(C)C(=O)c1cccnc1-c1ccc(S(C)(=O)=O)cc1 | 5.1%
Cc1ccccc1CSc1nnc2[nH]c(=O)cc(-c3ccccc3)n12 | i
Additional records follow:
SMILES | Pf Dd2 inh
Cc1ccc(C2c3cc(OCc4nc(C(=O)N5CCCC5)co4)ccc3CCN2C(=O)C2CC2)cc1 (stereo not given) | ?
COC[C@@H]1CN(C(=O)c2cn3ccccc3n2)C[C@H]1c1ccncc1 | -7.8%
COC1CCOC2(CCN(C(=O)c3cc(F)ccc3F)CC2)C1 (stereo not given) | i
COc1ccc(-c2noc(CC3CCN(C(=O)C4CCN(C(=O)c5ccccc5)CC4)CC3)n2)cc1 | ?
COc1ccc(NC(=O)CSc2nc3ccccc3n2CC(=O)N(C)c2ccc(F)cc2)cc1 | i
CCC(CC)C(=O)NC1CCN(c2cnn(CCOC)c(=O)c2)CC1 | -4.6%
Cc1ccc(CN2C(=O)NC3(CCN(C(=O)c4ccc[nH]c4=O)CC3)C2=O)cc1 | 38.5%[activator]
C=CCNC(=O)C[C@@H]1CCN(C(=O)Nc2cccc(C(F)(F)F)c2)C[C@@H]1CC | -18.5%[44.1 µM]
Cc1ccc(NC(=O)CSc2ncc3c(n2)-c2ccccc2N(Cc2cccc(F)c2)S3(=O)=O)cc1F | ?
CCCCNC(=O)c1ccc2c(c1)N(Cc1ccc(F)cc1)C(=O)c1ccccc1S2=O (stereo not given) | ?
O=C(NCc1ccc(F)cc1)c1nc(-c2cccc(C(F)(F)F)c2)c2ccccn12 | ?
CN1CC(=O)N(C2CCCNC2)Cc2c1ncnc2N1CCN(Cc2ccccc2)CC1 (stereo not given) | 5.6%
COCC1CN(C(C)=O)CC12CCN(C(=O)C1CNC1)CC2 (stereo not given) | i
O=C1CCC2(C(=O)NCCCN3CCOCC3)CCCC=C2N1c1ccccc1 (stereo not given) | -20.5%
CCOC(=O)c1c(C)[nH]c(C)c1S(=O)(=O)N1CCCC(C(=O)Nc2ncccc2C)C1 (stereo not given) | 4.9%
Cc1cccc(-c2[nH]ncc2CN)c1 | -12.4%
Cc1ccccc1-n1nc(C)c2c1NC(=O)CSC2c1ccc(Cl)cc1 (stereo not given) | 1.5%
COc1cccc(NC(=O)N[C@H]2[C@H](O)[C@@H](N3CCC(C(N)=O)CC3)[C@@H]3OC[C@H]2O3)c1 | 16.2%[44.1 µM]
COc1ccc(N2CC(NC(=O)C(=O)c3c(C)[nH]c4ccccc34)CC2=O)cc1 (stereo not given) | 19.7%
COc1ccc(C2c3c(oc4ccccc4c3=O)C(=O)N2Cc2ccc3c(c2)OCO3)cc1 (stereo not given) | 7.7%
COC(=O)NCC(c1cccnc1)N1CCN(c2ccc(F)cc2)CC1 (stereo not given) | -12.4%
COCC(=O)NC[C@@H]1C=C(C)[C@H](CC(=O)NCc2ccc(F)cc2)C[C@H]1C(C)C | ?
O=C1c2c(nc(CNCc3ccc4c(c3)OCO4)n2Cc2ccccc2)NCCN1Cc1ccccc1F | ?
c1ccc(-c2noc(CCNC3CCC4(CCNCC4)CC3)n2)nc1 | -2.2%
CCNC(=O)N(C1CC1)C1CCOC2(CCN(C(=O)COc3ccc(F)cc3)CC2)C1 (stereo not given) | -10.2%

A different layout for part of the listing above:
SMILES: CC(C)Oc1ccc(C(=O)N2CCN(c3nc4c(F)cc(F)cc4s3)CC2)cc1
  Pf Dd2 inh: 55.3%[activator]

SMILES: O=C(NCCN1CCOCC1)C1CN(S(=O)(=O)c2ccccc2)CC12CCCCC2 (stereo not given)
  Pf Dd2 inh: 3.98µM*

(cont.)
SMILES | Pf Dd2 inh
COC(=O)[C@@H](Cc1cccnc1)NC(=O)[C@H]1CN(C(C)=O)CCN1C(=O)N1CCOCC1 | 10.3%
COc1ccc(-c2nc3sc(CCNC(=O)Cc4ccccc4)c(C)n3n2)cc1 | -7.5%
CC(C)NC(=O)CCC[C@@H]1[C@H]2CCCN3CCC[C@@H](CN1C)[C@@H]23 | 6.7%
COc1ccc(C(=O)N2C[C@@H]3C[C@H](C2)c2c(-c4ccc(NC(C)=O)cc4)ccc(=O)n2C3)cc1 | -13.4%
COc1ccc(S(=O)(=O)NCCNc2ncnc3c2c(C)nn3C)cc1 | -22.5%
COc1ccc(CN2CCCN(CC(=O)Nc3cc(C)ccc3C)S2(=O)=O)cc1 | -13.0%
CCOc1ccc(OCC)c(NC(=O)C2CCN(S(=O)(=O)c3ccc4c(c3)CC(C)N4C(C)=O)CC2)c1 (stereo not given) | ?
Cc1ccc(NC(=O)CSc2nc3ccc(NC(=O)CCc4ccccc4)cc3s2)c(C)c1 | -8.7%
O=C(Nc1cccc(C(F)(F)F)c1)N[C@H]1[C@H](O)[C@@H](Sc2ccccc2)[C@@H]2OC[C@H]1O2 | i
O=c1c2c(CO)c(-c3ccccc3)nn2ccn1Cc1ccccc1Cl | -1.4%
Cc1ccccc1C(=O)N1CCCN(c2cc(-c3ccccc3)[nH]n2)CC1 | i
CC(C)C1=NOC2(CCN(C(=O)c3ccccc3F)CC2)C1 | -5.3%[44.1 µM]
COC(=O)c1ccc(CN2C(=O)[C@@H]3C[C@@H](O)CN3C3(CN(Cc4ccc(F)cc4)C3)C2=O)cc1 | ?
COc1ccc([C@@H](NC(=O)c2sc(C)nc2C)C2CC(O)C2)cn1 (stereo not given in full) | 4.2%
Cc1ccccc1Cn1c(CN2CCCC(C)C2)nc2c1c(=O)n(C)c(=O)n2C (stereo not given) | 9.2%
COc1ccc(CN(C)C(=O)C2CNCCO2)c2cccnc12 (stereo not given) | 2.9%
C[S+](=O)([O-])N1CCC2(C1)C(=NC1CCCC1)NC(=O)N2c1cccnc1 (stereo not given) | 3.9%
COc1cccc(CNC(=O)C2CCN(S(=O)(=O)c3cn(C)cn3)CC2)c1 | 15.2%
COc1cccc(-c2cc3c(=O)n(CCNC(=O)c4cc(Cl)ccc4F)ccn3n2)c1 | -10.8%
CCCCCNC(=O)Cc1csc2nc(C)c(-c3cc(C)n(-c4cccc(C)c4C)n3)c(=O)n12 | ?
COc1ccc(CC(=O)Nc2ccc([C@@H](O)[C@H]3COCC(=O)N3C)cc2)cc1 | -4.6%[44.1 µM]
Cc1ccc(Cn2cc(S(=O)(=O)c3ccc(Cl)cc3)c(=O)c3cc4c(cc32)OCO4)cc1 | -0.7%
Cc1ccccc1NC(=O)CN1C(=O)C(c2ccccc2)=NC12CCCCCC2 | i
COc1ccc(-c2noc([C@@H](C)NC(=O)c3nc4ccccc4[nH]3)c2C(=O)O)cc1 | -5.1%
O=C(NC1CCc2nnc(C3CC3)n2CC1)c1cccs1 (stereo not given) | 21.2%

Ordered by molar mass (high to low): 4 of the compounds above
SMILES | Pf Dd2 inh
CCOc1ccc(OCC)c(NC(=O)C2CCN(S(=O)(=O)c3ccc4c(c3)CC(C)N4C(C)=O)CC2)c1 (stereo not given) | ?
CCCCCNC(=O)Cc1csc2nc(C)c(-c3cc(C)n(-c4cccc(C)c4C)n3)c(=O)n12 | ?
Cc1ccc(NC(=O)CSc2nc3ccc(NC(=O)CCc4ccccc4)cc3s2)c(C)c1 | -8.7%
Cc1ccccc1Cn1c(CN2CCCC(C)C2)nc2c1c(=O)n(C)c(=O)n2C (stereo not given) | 9.2%

Next part
SMILES | Pf Dd2 inh
COc1ccc(CNC(=O)CC[C@]23CC[C@](C)(O)C[C@H]2C(C)(C)C[C@@H]3NC(=O)c2cccc(F)c2)cc1 | ?
CCOc1ccccc1Nc1nc(-c2cccc(Cl)c2)c2c(n1)-c1ccccc1OC2 | 0.6%
CC(C)c1nn2c(=O)cc(COC(=O)c3cccc(NC(=O)c4cccs4)c3)nc2s1 | i
O=C(NC1CCN(Cc2ccccc2)CC1)C1CCCN(c2cnc3nccnc3c2)C1 (stereo not given) | -4.9%
Cc1ccc(NC(=O)Cn2c(-c3ccc4c(c3)OCO4)cn(-c3ccccc3)c2=O)cc1C | ?
O=C(O)Cn1nc(N2CCN(c3ccccc3)CC2)ccc1=O | 11.4%
CC(C)CN1CCC(N2CC(Oc3cccc(C(=O)N4CCCC4)c3)C2)CC1 | ?

An excerpt; count on the stated rates, not on these rows.
